Source: PubChem BioAssay
NCI-60 one-dose screen, 48 h, at 10 µM unless noted. Numbers give growth in % (100 = growth as untreated, 0 = no growth, -100 = all killed).
OVCAR-8: OVCAR-8 ovarian cancer; 81,000 tested, 4.4% active
OVCAR-4: OVCAR-4 ovarian cancer cells. AID 1794784. 80,000 tested, 3.7% active
NCI/ADR-RES: NCI/ADR-RES ovarian cells. 81,000 tested, 4.4% active. AID 1794790
NCI-H23: NCI-H23 lung cancer | 80,000 tested, 4% active | AID 1794731
OVCAR-3: OVCAR-3 ovarian cancer; 79,000 tested, 7% active; AID 1794787
NCI-H522: NCI-H522 lung cancer; 78,000 tested, 8% active
SK-OV-3: SK-OV-3 ovarian cancer cells. 80,000 tested, 3.2% active
IGROV1: IGROV1 ovarian cancer; 79,000 tested, 4.7% active
OVCAR-5: OVCAR-5 ovarian cancer | 82,000 tested, 2.9% active
Starred values were filed as active, the others as inactive; & = joins results of further samples. How the source made its calls: active means growth percent below 10; inactive means the rest. Hits appear at their usual frequency; any-hit rate near 11%.

COc1ccc(C(=O)CN(C=C(C#N)C#N)c2cccnc2)cc1 was read as OVCAR-8 103, OVCAR-4 99, NCI/ADR-RES 90, NCI-H23 81, OVCAR-3 103, NCI-H522 93, IGROV1 94 and OVCAR-5 90.
For CCC1(OC(=O)c2ccccc2SSCCOC(=O)CCCCC2SCC3NC(=O)NC32)C(=O)OCc2c1cc1n(c2=O)Cc2cc3ccccc3nc2-1 (centres undefined) the results were OVCAR-8 37, OVCAR-4 66, NCI/ADR-RES 24, NCI-H23 15, OVCAR-3 73, NCI-H522 42, SK-OV-3 46, IGROV1 75 and OVCAR-5 97.
Screening CC(=O)N(c1ccccc1)c1ccccc1[N+](=O)[O-] returned OVCAR-8 103, OVCAR-4 109, NCI/ADR-RES 106, NCI-H23 108, OVCAR-3 108, NCI-H522 100, SK-OV-3 87, IGROV1 112 and OVCAR-5 100.
Screening COC(=O)c1nnn(-c2cc(Cl)ccc2Cl)c1C(=O)c1ccc(OC)cc1 returned OVCAR-8 98, OVCAR-4 90, NCI/ADR-RES 95, NCI-H23 88, OVCAR-3 106, NCI-H522 90, SK-OV-3 100, IGROV1 94 and OVCAR-5 112.
For CS(=O)(=O)n1cc2c(n1)CN([C@H]1CO[C@H](c3cc(F)ccc3F)[C@@H](N)C1)C2 the results were OVCAR-8 95, OVCAR-4 110, NCI/ADR-RES 118, NCI-H23 112, OVCAR-3 115, NCI-H522 91, SK-OV-3 90, IGROV1 108 and OVCAR-5 96.
O=C(CNC(=O)c1ccccc1)c1ccccc1 was read as OVCAR-8 98, OVCAR-4 117, NCI/ADR-RES 112, NCI-H23 106, OVCAR-3 125, NCI-H522 89, SK-OV-3 111, IGROV1 110 and OVCAR-5 107.
For CC(=O)Oc1ccc(Cl)cc1Cl the results were OVCAR-8 107, OVCAR-4 97, NCI/ADR-RES 105, NCI-H23 91, OVCAR-3 94, SK-OV-3 102, IGROV1 114 and OVCAR-5 84.
`CCOC(=O)c1csc(NC(=O)c2ccc(N3CCN(C(c4ccccc4)c4ccccc4)CC3)c([N+](=O)[O-])c2)n1` gave OVCAR-8 89, OVCAR-4 73, NCI/ADR-RES 90, NCI-H23 92, OVCAR-3 90, NCI-H522 64, SK-OV-3 89, IGROV1 81 and OVCAR-5 106.
Screening COc1cc(C(=O)/C=C/c2c[nH]c3ccccc23)cc(OC)c1OC returned OVCAR-8 16, OVCAR-4 49, NCI/ADR-RES 9.9*, NCI-H23 16, OVCAR-3 -8.8*, NCI-H522 -27*, SK-OV-3 18, IGROV1 28 and OVCAR-5 56.
Cc1ccccc1OCC(O)CN1CCN(c2ccc(Cl)cc2)CC1 (centres undefined) was read as OVCAR-8 101, OVCAR-4 96, NCI/ADR-RES 106, NCI-H23 105, OVCAR-3 131, NCI-H522 16, SK-OV-3 102, IGROV1 83 and OVCAR-5 113.
CC1=CC(=O)NC2Sc3ccccc3N12 (centres undefined) was read as OVCAR-8 108, OVCAR-4 102, NCI/ADR-RES 74, NCI-H23 93, OVCAR-3 110, NCI-H522 89, SK-OV-3 113, IGROV1 90 and OVCAR-5 75.
Screening Cn1c(=O)c2c(nc(Br)n2C)n(C)c1=O returned OVCAR-8 101, OVCAR-4 95, NCI/ADR-RES 105, NCI-H23 99, OVCAR-3 106, NCI-H522 99, SK-OV-3 106, IGROV1 107 and OVCAR-5 97.
`COc1ccc(-c2ccc(O)c(C(=O)/C=C/c3cc(OC)c(OC)c(OC)c3)c2)cc1` gave OVCAR-8 72, OVCAR-4 80, NCI/ADR-RES 70, NCI-H23 73, OVCAR-3 94, SK-OV-3 78, IGROV1 78 and OVCAR-5 106.
Cc1cc(C)c(O)c(C)c1O was read as OVCAR-8 105, OVCAR-4 109, NCI/ADR-RES 103, NCI-H23 103, NCI-H522 100, SK-OV-3 117, IGROV1 111 and OVCAR-5 105.
Screening COc1cc(C2C3=C(COC3=O)Nc3cc4c(cc32)OCO4)cc2c1OCO2 (centres undefined) returned OVCAR-8 14, OVCAR-4 52, NCI/ADR-RES 9.8*, NCI-H23 40, OVCAR-3 -45*, NCI-H522 5.3*, SK-OV-3 13 and IGROV1 24.
Screening CCC1(CC)CC(=O)c2c(ccc(C(=O)C[C@@H](N)CO)c2N)O1 returned OVCAR-8 95, OVCAR-4 97, NCI/ADR-RES 105, NCI-H23 93, OVCAR-3 111, NCI-H522 90, SK-OV-3 91 and OVCAR-5 99.
For O=C(Nc1ccc(Oc2ccc(F)cc2)c(Cl)c1)c1ccncc1 the results were OVCAR-8 73, OVCAR-4 77, NCI/ADR-RES 64, NCI-H23 48, OVCAR-3 68, NCI-H522 63, SK-OV-3 81, IGROV1 92 and OVCAR-5 93.
`COc1cc(/C=C/CO)cc(OC)c1O[C@@H]1O[C@H](CO)[C@@H](O)[C@H](O)[C@H]1O` gave OVCAR-8 99, OVCAR-4 100, NCI/ADR-RES 106, NCI-H23 102, OVCAR-3 108, NCI-H522 95, SK-OV-3 100, IGROV1 104 and OVCAR-5 92.
CN1CCN(c2cc(F)c(NC3=C(Cl)C(=O)c4ncccc4C3=O)c(F)c2)CC1 was read as OVCAR-8 1.9*, OVCAR-4 -99*, NCI/ADR-RES 38, NCI-H23 -61*, OVCAR-3 -98*, NCI-H522 -60*, SK-OV-3 83, IGROV1 -90* and OVCAR-5 -60*.
For NC1CCC(O)CC1C(=O)O (centres undefined) the results were OVCAR-8 103, NCI/ADR-RES 101, NCI-H23 107, OVCAR-3 101, NCI-H522 92, SK-OV-3 98, IGROV1 95 and OVCAR-5 98.

Part of the list above in order of molecular weight, smallest number first.
CC1=CC(=O)NC2Sc3ccccc3N12 (centres undefined) was read as OVCAR-8 108, OVCAR-4 102, NCI/ADR-RES 74, NCI-H23 93, OVCAR-3 110, NCI-H522 89, SK-OV-3 113, IGROV1 90 and OVCAR-5 75.
Screening CCC1(CC)CC(=O)c2c(ccc(C(=O)C[C@@H](N)CO)c2N)O1 returned OVCAR-8 95, OVCAR-4 97, NCI/ADR-RES 105, NCI-H23 93, OVCAR-3 111, NCI-H522 90, SK-OV-3 91 and OVCAR-5 99.
Screening COc1cc(C(=O)/C=C/c2c[nH]c3ccccc23)cc(OC)c1OC returned OVCAR-8 16, OVCAR-4 49, NCI/ADR-RES 9.9*, NCI-H23 16, OVCAR-3 -8.8*, NCI-H522 -27*, SK-OV-3 18, IGROV1 28 and OVCAR-5 56.
For O=C(Nc1ccc(Oc2ccc(F)cc2)c(Cl)c1)c1ccncc1 the results were OVCAR-8 73, OVCAR-4 77, NCI/ADR-RES 64, NCI-H23 48, OVCAR-3 68, NCI-H522 63, SK-OV-3 81, IGROV1 92 and OVCAR-5 93.
Screening COc1cc(C2C3=C(COC3=O)Nc3cc4c(cc32)OCO4)cc2c1OCO2 (centres undefined) returned OVCAR-8 14, OVCAR-4 52, NCI/ADR-RES 9.8*, NCI-H23 40, OVCAR-3 -45*, NCI-H522 5.3*, SK-OV-3 13 and IGROV1 24.
For CCC1(OC(=O)c2ccccc2SSCCOC(=O)CCCCC2SCC3NC(=O)NC32)C(=O)OCc2c1cc1n(c2=O)Cc2cc3ccccc3nc2-1 (centres undefined) the results were OVCAR-8 37, OVCAR-4 66, NCI/ADR-RES 24, NCI-H23 15, OVCAR-3 73, NCI-H522 42, SK-OV-3 46, IGROV1 75 and OVCAR-5 97.

Continued:
O=C1CC(c2ccc(Cl)cc2Cl)c2cnn(Cc3ccc4c(c3)OCO4)c2N1 (centres undefined) was read as OVCAR-8 90, OVCAR-4 95, NCI/ADR-RES 95, NCI-H23 102, OVCAR-3 106, NCI-H522 55, SK-OV-3 107, IGROV1 98 and OVCAR-5 96.
Screening CCN(CC)CCC(=O)Nc1ccc(Cn2nnc3c2C(=O)c2nnn(Cc4ccc(NC(=O)CCN(CC)CC)cc4)c2C3=O)cc1 returned OVCAR-8 -36*, OVCAR-4 -73*, NCI/ADR-RES 99, NCI-H23 -25*, OVCAR-3 -16*, NCI-H522 -74*, SK-OV-3 -8.5*, IGROV1 -56* and OVCAR-5 -19*.
`Oc1c(C(Nc2cccc3ccccc23)c2ccccc2)ccc2cccnc12` (centres undefined) gave OVCAR-8 25, OVCAR-4 11, NCI/ADR-RES 4.6*, NCI-H23 42, OVCAR-3 22, NCI-H522 16, SK-OV-3 50, IGROV1 21 and OVCAR-5 50.
`C=CCSC(CC)(CC)C(=O)NC` gave OVCAR-8 105, OVCAR-4 109, NCI/ADR-RES 107, NCI-H23 99, OVCAR-3 112, NCI-H522 86, SK-OV-3 105, IGROV1 113 and OVCAR-5 104.
Screening Cc1ccncc1C(N)=O returned OVCAR-8 107, OVCAR-4 97, NCI/ADR-RES 133, NCI-H23 119, OVCAR-3 91, NCI-H522 101, SK-OV-3 101 and OVCAR-5 138.
For O=C1NC(c2ccccc2)(c2ccccc2)C(=O)N1CNc1ccccn1 the results were OVCAR-8 108&95, OVCAR-4 100&99, NCI/ADR-RES 111&107, NCI-H23 104&98, OVCAR-3 93&110, NCI-H522 105&109, SK-OV-3 99&120, IGROV1 108&122 and OVCAR-5 131&108.
For O=C(CSC(=S)n1cnc2ccccc21)Nc1ccc(Cl)cc1 the results were OVCAR-8 71, OVCAR-4 64, NCI/ADR-RES 76, NCI-H23 56, OVCAR-3 60, NCI-H522 39, SK-OV-3 84, IGROV1 45 and OVCAR-5 114.
Clc1ccc2c(c1)N(c1ncnc3ccc(-c4cnc5[nH]ncc5c4)cc13)CC2 was read as OVCAR-8 30, OVCAR-4 27, NCI/ADR-RES 40, NCI-H23 53, OVCAR-3 24, NCI-H522 40, SK-OV-3 -1.5*, IGROV1 0.1* and OVCAR-5 20.
Screening CCn1cc(-c2ccnc(NCCCNS(=O)(=O)c3ccc(Cl)cc3)c2)c(-c2cccc(OC)c2)n1 returned OVCAR-8 91, OVCAR-4 95, NCI/ADR-RES 94, NCI-H23 95, OVCAR-3 102, NCI-H522 90, SK-OV-3 102, IGROV1 82 and OVCAR-5 101.
O=C(O)CC(O)(CC(=O)O)C(=O)O was read as OVCAR-8 114&98&109, OVCAR-4 118&121&118, NCI/ADR-RES 101&97&105, NCI-H23 110&96&106, OVCAR-3 100&121&114, NCI-H522 105&106, SK-OV-3 108&112&111, IGROV1 109&118&109 and OVCAR-5 96&108&101.
`COC(=O)[C@H](C)NC(=O)c1cccc(-c2cc(=O)c3c(OC)c(OC)c(OC)cc3o2)c1` gave OVCAR-8 100, OVCAR-4 100, NCI/ADR-RES 100, NCI-H23 97, NCI-H522 98, SK-OV-3 114, IGROV1 102 and OVCAR-5 98.
For CC(=O)O[C@H]1CC[C@@]2(C)[C@@H](CC[C@@H]3[C@@H]2CC(=O)[C@]2(C)[C@@H]4[C@H](C[C@@H]32)O[C@]2(CC[C@@H](C)CO2)[C@H]4C)C1 the results were OVCAR-8 101, OVCAR-4 86, NCI/ADR-RES 109, NCI-H23 109, OVCAR-3 103, NCI-H522 106, SK-OV-3 105, IGROV1 119 and OVCAR-5 101.
Screening C[C@]12CCC(=O)C=C1[C@@H]1C[C@@H]1C1C2CC[C@@]2(C)C1[C@@H]1C[C@@H]1[C@@]21CCC(=O)O1 (some centres undefined) returned OVCAR-8 100, OVCAR-4 87, NCI/ADR-RES 80, NCI-H23 93, OVCAR-3 100, NCI-H522 93, SK-OV-3 111, IGROV1 109 and OVCAR-5 107.
Screening Cn1c(=O)c(C#N)c(-c2ccco2)n2c(=S)[nH]nc12 returned OVCAR-8 83, OVCAR-4 104, NCI/ADR-RES 101, NCI-H23 87, OVCAR-3 122, NCI-H522 87, SK-OV-3 114, IGROV1 63 and OVCAR-5 87.
Screening CN1C(=O)C(Nc2ccc(C(=O)Nc3ccccc3)cc2)=C(c2ccccc2)C1=O returned OVCAR-8 95, OVCAR-4 84, NCI/ADR-RES 92, NCI-H23 86, OVCAR-3 102, NCI-H522 71, SK-OV-3 83, IGROV1 102 and OVCAR-5 90.
`COc1ccc(/C=N/NC(=O)COc2ccc(NC(=O)Nc3ccc(Cl)cc3)cc2)cc1` gave OVCAR-8 101, OVCAR-4 102, NCI/ADR-RES 104, NCI-H23 106, OVCAR-3 114, NCI-H522 98, SK-OV-3 89, IGROV1 111 and OVCAR-5 95.
`CC(Cc1ccccc1)(c1ccccc1)[N+](C)(C)C` (centres undefined) gave OVCAR-8 106, OVCAR-4 88, NCI/ADR-RES 107, NCI-H23 102, OVCAR-3 109, NCI-H522 88, SK-OV-3 98, IGROV1 98 and OVCAR-5 106.
`O=C(Nc1ccc(C23CC4CC(CC(c5ccccc5)(C4)C2)C3)cc1)c1cccs1` gave OVCAR-8 57, OVCAR-4 58, NCI/ADR-RES 58, NCI-H23 71, OVCAR-3 71, NCI-H522 60, SK-OV-3 99, IGROV1 93 and OVCAR-5 100.
For O=C1CC[C@@H]2CCCC[C@@H]2C1 the results were OVCAR-8 109, NCI/ADR-RES 110, NCI-H23 100, OVCAR-3 132, NCI-H522 90, SK-OV-3 99, IGROV1 105 and OVCAR-5 101.
For O=C1c2ccccc2C(=O)c2c(O)c(S(=O)(=O)O)cc(O)c21 the results were OVCAR-4 106, NCI/ADR-RES 108, NCI-H23 100, OVCAR-3 120, SK-OV-3 98 and OVCAR-5 111.
Screening CN1CCN(Cc2ccc(C(=O)Nc3ccc4ccccc4c3)cc2)CC1 returned OVCAR-8 88, OVCAR-4 71, NCI/ADR-RES 85, NCI-H23 63, OVCAR-3 85, NCI-H522 81, SK-OV-3 95, IGROV1 94 and OVCAR-5 98.
`NC/C(=C/F)COc1ccc2nc(NC3CCC(O)CC3)oc2c1` (centres undefined) gave OVCAR-8 112, OVCAR-4 91, NCI/ADR-RES 109, NCI-H23 96, OVCAR-3 115, SK-OV-3 111, IGROV1 78 and OVCAR-5 105.
Screening O=c1onc(-c2cc3ccccc3nc2Cl)n1-c1cccc(Cl)c1 returned OVCAR-8 91, OVCAR-4 87, NCI/ADR-RES 73, NCI-H23 81, OVCAR-3 104, NCI-H522 73, SK-OV-3 78, IGROV1 93 and OVCAR-5 105.
